EBV gp42 block: blocks Epstein-Barr virus glycoprotein 42 binding | inhibition, % (tested at 21.74 µM) | Fluorescence polarization binding assay, mP read-out | 0.42% of 220,000 active | Q1HVG2; in the data active means inhibition above about 50%
Target sequence (Q1HVG2 whole entry, looked up): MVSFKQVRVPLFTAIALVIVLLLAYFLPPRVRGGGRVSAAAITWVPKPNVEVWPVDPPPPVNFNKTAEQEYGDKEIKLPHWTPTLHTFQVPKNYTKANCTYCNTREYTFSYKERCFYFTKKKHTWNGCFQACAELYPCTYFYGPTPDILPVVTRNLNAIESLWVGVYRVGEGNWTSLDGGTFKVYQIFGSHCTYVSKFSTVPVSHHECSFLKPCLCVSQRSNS
Runt-SMMHC FRET: inhibitors of human RUNX1 Runt domain binding to CBFb-SMMHC. Cerulean-Runt/Venus-CBFb-SMMHC FRET ratio 530/480, 1 h. inhibition, % at 20 µM. AID 1434. Q01196+Q13951. 0.74% of 220,000 active;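 active means mean inhibition across duplicate retests at 20 µM reaching about 50%, limit read from the data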;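 further: 0% = DMSO wells and 100% = wells with excess untagged CBFb-SMMHC; inhibitors lower the FRET ratio by blocking Runt binding to CBFb-SMMHC; some results filed as inactive read as strong as hits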
Target sequence (Q01196 whole entry, looked up, the tested form may be a part): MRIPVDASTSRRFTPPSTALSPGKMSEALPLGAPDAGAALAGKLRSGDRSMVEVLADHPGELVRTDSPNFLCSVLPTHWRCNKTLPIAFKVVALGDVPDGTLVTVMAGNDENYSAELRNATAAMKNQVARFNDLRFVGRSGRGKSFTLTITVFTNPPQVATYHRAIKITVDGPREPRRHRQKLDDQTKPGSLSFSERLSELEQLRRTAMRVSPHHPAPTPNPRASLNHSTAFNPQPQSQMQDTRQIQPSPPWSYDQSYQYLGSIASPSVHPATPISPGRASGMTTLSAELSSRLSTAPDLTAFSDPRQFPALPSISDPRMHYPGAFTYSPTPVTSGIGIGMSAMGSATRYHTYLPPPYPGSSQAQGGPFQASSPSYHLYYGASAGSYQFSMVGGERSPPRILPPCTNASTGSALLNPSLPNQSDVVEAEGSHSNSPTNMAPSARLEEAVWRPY
Target sequence (Q13951 whole entry, looked up, the tested form may be a part): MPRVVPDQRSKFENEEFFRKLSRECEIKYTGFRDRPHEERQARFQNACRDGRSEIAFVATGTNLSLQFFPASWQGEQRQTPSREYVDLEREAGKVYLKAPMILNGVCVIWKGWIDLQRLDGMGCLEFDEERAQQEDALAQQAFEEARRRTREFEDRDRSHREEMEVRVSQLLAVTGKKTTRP
zfTRPN1 agonist: activates the zebrafish TRPN1 channel | activation, % at 3 µM | 0.18% of 220,000 active | AID 1424 | HEK293 zebrafish TRPN1-YFP, Fluo-8 calcium fluorescence; 100% = response to 87 µM carbachol;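 active means activation above its plate's cutoff, the mean activation of test wells on that plate plus 3 SD, cut at about 19% in these data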;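 further: 0% = DMSO alone and 100% = 87 µM carbachol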
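System: zebrafish TRPN1-YFP in HEK293 cells / Dosing: 3 µM single point / Timing: dye loading 1 h at 37 °C, then 30 min room temperature / Signal: Fluo-8 calcium fluorescence, excitation 470-495 nm, emission 515-575 nm / Read-out basis: percent activation from peak over basal fluorescence ratio, control-normalized / Control set: high carbachol 87 µM, low DMSO alone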
PPC-1+TRAIL kill: kills PPC-1 cancer cells in the presence of TRAIL. 0.41% of 220,000 active. PPC-1 cells + TRAIL, ATPLite viability luminescence. cell killing (% activity), % at 4 µM. AID 1443;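 active means cell killing above 50% in the first pass at 4 µM, then a duplicate retest at 5 µM averaging 50% or more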;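 further: plate controls were cells with TRAIL plus DMSO for no effect and medium-only wells lacking cells for full effect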
CHOP inh: CHOP inhibition in unfolded protein response | CHO-K1 CHOP-promoter luciferase, tunicamycin-induced, 15-18 h | inhibition, % at 10 µM | 3.8% of 220,000 active | AID 2732;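 active means compounds that reduced the stress-induced luciferase reporter signal by more than about 70% of percent inhibition, limit read from the data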;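 further: 0% = tunicamycin plus vehicle and 100% = wells without tunicamycin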
TNF death inh: TNF-alpha cell death inhibition in Jurkat FADD-/- cells; Jurkat FADD-/- TNF necroptosis rescue, ATP luminescence, 24 h; 0 = TNF only, 100 = no-TNF cells; activation (protection from cell death), % at 10 µM; 0.068% of 220,000 active; AID 463075;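 active means activation, meaning protection from cell death, of at least 50% relative to plate controls; inactive means activation below 50%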;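 further: necroptosis triggered by 40 ng/mL TNF-alpha added together with compound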
TRPML3 agonist: agonists of human TRPML3 channel; 0.29% of 220,000 active; HEK293 TRPML3-YFP, Fluo-8 calcium fluorescence; 100% = the carbachol control signal; activation, % at 3 µM; Q8TDD5;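 active means activation above its plate's cutoff, the mean activation of the plate's test wells plus 3 SD, cut at about 12% in these data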;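 further: 0% = DMSO only wells and 100% = carbachol wells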
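Test system: HEK293 cells stably carrying human TRPML3-YFP; Doses: single dose, 3 µM final nominal compound, 0.3% DMSO final; Schedule: dye loading 1 h 37 °C then 30 min ambient, 125 s read; Technique: Fluo-8 calcium fluorescence; Benchmarks: high control carbachol 87 µM, low control DMSO.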
NCF1 inh: p47phox (human) inhibition; 0.53% of 220,000 active; p47phox/p22phox peptide binding, fluorescence polarization, 2 h; AID 1274; P14598; inhibition, % at 24.7 µM;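 active means inhibition above about 30%, limit read from the data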;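 further: 0% = p47phox with labelled peptide and 100% = labelled peptide alone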
MDM2 E3 inh: blocks human Mdm2 ubiquitin ligase activity | Q00987 | cell-based MDM2 ubiquitination luciferase reporter, 2 h; 0 = plate control, 100 = twice control, blank-subtracted | signal enhancement, % at 5 µM | 0.11% of 210,000 active | AID 1230;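 active means signal enhancement of 30% or more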;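 further: luminescence tracks abundance of the self-degrading MDM2-luciferase fusion protein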
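System: stable MDM2–luciferase fusion reporter cells / Input: 2000 cells seeded into each well / Schedule: 4 h settle plus 2 h compound, 37 °C / Compound: single-point 5 µM / Buffer or medium: cells held in DMEM / Benchmarks: control and blank well means / Evaluation: percent signal gain over controls, blank-subtracted / Measured by: luciferase luminescence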
The depositor's hits bear a star; · = not tested or not shown; [ ] = remark or other dose. This is a subset (hit frequency here may not be typical).

SMILES	EBV gp42 block	Runt-SMMHC FRET	zfTRPN1 agonist	PPC-1+TRAIL kill	CHOP inh	TNF death inh	TRPML3 agonist	NCF1 inh	MDM2 E3 inh
O=C1NC(=O)C(=Cc2ccc(-c3ccccc3[N+](=O)[O-])o2)C(=O)N1	-13	27	-2.5	13	95*	-0.6	-0.1	0	-14
O=C1NC(=O)C(=Cc2ccc(N3CCOCC3)cc2)C(=O)N1	17	1	0.3	8	14	-0.4	1.1	-18	-10
CC12CN3CC(C)(CN(C1)C3c1cccnc1)C2=O (stereo unspecified)	-5	1	0.3	0	19	-0.4	1.3	-9	-19
c1ccc(-c2cc(-c3ccccc3)[n+](-c3ccccc3)c(-c3ccccc3)c2)cc1	-22	-4	7.0	28[5 µM]	4	-16	-0.8	-14	-51
Cn1c(O)c(C(=NCCc2c[nH]c3ccccc23)c2ccccc2)c(=O)n(C)c1=O	-5	-2	-2.5	18	14	-5.3	-1.2	-10	-18
CCn1c(O)c(C(=O)CC2NCCc3ccccc32)c(=O)n(CC)c1=S (stereo unspecified)	-20	-8	0.2	·	-8	0.8	0.8	-6	-12
C[C@@H]1C(=O)O[C@@H]2[C@H](O)C34[C@@H]5OC(=O)C3(O[C@H]3OC(=O)[C@H](O)C34[C@H](C(C)(C)C)[C@H]5O)[C@@]12O (stereo partly specified)	-9	3	1.4	4	4	0.7	0.2	2	·
CC[N+](C)(CC)CCCCOc1ccc2c(c1)C(=O)c1cc(OCCCC[N+](C)(CC)CC)ccc1-2	-45	13	-0.7	2	-4	0.0	0.3	28	-10
CCC(C)(C)n1nnnc1C(c1cccs1)N1CC=C(c2ccc(F)cc2)CC1 (stereo unspecified)	-11	4	-1.0	-25	-14	1.0	-0.8	-34	-12
CCOC(=O)CNC(=O)CNC(=O)C(Cc1ccc(N(CCCl)CCCl)cc1)NC(C)=O (stereo unspecified)	-8	3	1.2	-6	34	-12	-0.2	-5	3
O=C1CC(N2CCC(n3c(=O)[nH]c4ccccc43)CC2)C(=O)N1Cc1ccccc1 (stereo unspecified)	-1	-8	8.7	-5	28	0.5	-0.2	2	-25
Fc1ccc(CCNCc2cccc(Cl)c2)cc1	0	3	-0.1	0	-11	4.9	1.2	-11	-5
C=CCN1C(=O)C2(C(C(=O)OCC)=C(N)Oc3ccccc32)c2c1c1ccccc1oc2=O (stereo unspecified)	-1	-2	0.6	13	-31	-1.3	0.7	-12	-10
COC(=O)CC1=C(C(=O)OC)C2(C(=O)N(C)c3ccccc32)C(C#N)=C(N)O1 (stereo unspecified)	-24	-3	2.3	22	6	1.1	1.3	-13	-16
COc1ccc(N2C(=O)/C(=C/c3cc(C)n(-c4ccc(C)cn4)c3C)C(=O)NC2=S)c(OC)c1	-21	10	0.4	-2	7	0.2	1.2	-11	-19
CCC(=NCc1cccnc1)c1c(O)n(-c2ccc(C)cc2)c(=O)[nH]c1=O	-4	-1	0.9	21	21	-2.3	-0.5	-5	-8
O=C(O)c1[nH]c(=O)[nH]c(=O)c1F	-9	-1	1.0	3	5	2.8	1.0	-6	-7
CCOCCc1c(O)[nH]c(=S)[nH]c1=O	-10	·	0.4	·	2	-0.6	0.3	-10	13
C=CCN1C(=O)NC(=O)/C(=C/c2cccn2C)C1=O	18	11	0.6	20	4	-7.1	0.2	-5	-3
COc1ccc(C(=O)C2CCCN(Cc3ccccn3)C2)c(OC)c1 (stereo unspecified)	-5	·	0.1	·	-9	3.1	0.6	0	0
O=C1Nc2ccccc2Sc2ccccc21	3	1	0.2	11	2	-0.9	-0.1	4	6
O=P(C(c1c[nH]c2ccccc12)N1CCOCC1)(N1CCOCC1)N1CCOCC1 (stereo unspecified)	-12	-4	-0.6	41	-7	0.1	-0.1	-13	-16
Cn1c(O)c(/C=C/C=Nc2ccccc2)c(=O)n(C)c1=S	-10	-12	4.7	23	-15	-1.5	5.6	-267	-8
O=C1C2CCCC1C(N1CCCC1)CC2 (stereo unspecified)	6	-1	-0.1	29	18	-0.4	0.5	7	-87
Cc1ccc(/C=C2\C(=O)NC(=O)N(CCc3ccc(F)cc3)C2=O)s1	0	-8	2.1	·	-26	-2.8	1.2	-24	-49
Cc1cc(C)cc(NC(=S)NC2CC3CCCC(C2)N3Cc2cccs2)c1 (stereo unspecified)	-13	4	-1.6	0	34	-8.7	3.9	-10	-7
CC(C)N(Cc1ccco1)/N=C/c1c(O)n(Cc2ccccc2)c(=O)[nH]c1=O	-13	-5	-1.4	15	2	1.9	-0.1	-6	-17
CN(C)C(Cc1ccccc1)C(=O)c1ccccc1 (stereo unspecified)	-19	-2	-1.2	29	12	0.8	0.0	-2	-4
Cc1ccc(N2C(=O)NC(=O)/C(=C\c3cc(C)n(-c4sc5c(c4C#N)CCCC5)c3C)C2=O)cc1	-36	-28	0.8	7	20	-3.4	0.4	-81	-9
O=[N+]([O-])c1ccc(N2CCNCC2)cc1NCc1ccco1	-11	-9	-3.0	29	0	1.3	-0.4	-2	-7

Some of these compounds in order of molecular weight, rising.
SMILES	EBV gp42 block	Runt-SMMHC FRET	zfTRPN1 agonist	PPC-1+TRAIL kill	CHOP inh	TNF death inh	TRPML3 agonist	NCF1 inh	MDM2 E3 inh
COc1ccc(C(=O)C2CCCN(Cc3ccccn3)C2)c(OC)c1 (stereo unspecified)	-5	·	0.1	·	-9	3.1	0.6	0	0
CCC(=NCc1cccnc1)c1c(O)n(-c2ccc(C)cc2)c(=O)[nH]c1=O	-4	-1	0.9	21	21	-2.3	-0.5	-5	-8
COC(=O)CC1=C(C(=O)OC)C2(C(=O)N(C)c3ccccc32)C(C#N)=C(N)O1 (stereo unspecified)	-24	-3	2.3	22	6	1.1	1.3	-13	-16

(further entries)
SMILES	EBV gp42 block	Runt-SMMHC FRET	zfTRPN1 agonist	PPC-1+TRAIL kill	CHOP inh	TNF death inh	TRPML3 agonist	NCF1 inh	MDM2 E3 inh
O=c1[nH]c(=S)[nH]c(O)c1/C=N/N1CCOCC1	-2	-1	1.3	5	-3	0.7	0.2	-17	-7
COc1ccc(CC2(CCc3ccncc3)C(=O)NC(=O)NC2=O)cc1OC	2	3	1.8	-10	8	0.8	0.9	4	5
CSCCC(N=Cc1c(O)n(-c2ccc(Br)cc2)c(=O)[nH]c1=O)C(=O)OC(C)(C)C (stereo unspecified)	5	-7	-1.9	21	31	-0.3	-0.5	-14	-5
CCn1ccnc1CN1CCCC(C(=O)c2ccc(SC)cc2)C1 (stereo unspecified)	-19	0	1.2	5	-8	1.3	0.6	-9	-13
O=C1NC(=O)C(=Cc2ccccc2OCCOc2ccc([N+](=O)[O-])cc2)C(=O)N1	-7	-1	-1.8	10	-11	-9.1	0.8	-1	10
Cc1ccccc1N1C(=O)NC(=O)/C(=C/c2ccc(N3CCOCC3)o2)C1=O	-199	-78	4.9	1	-14	-1.4	2.8	-88	-6
CC(=O)c1ccc(OC(=O)N(C)c2ccccc2)cc1	-8	-2	0.5	38	6	8.3	1.5	-6	-8
CCN1/C(=C\C=C\C2=[N+](CC)c3ccccc3C2(C)C)C(C)(C)c2ccccc21	7	18	317*	55*[5 µM]	103*	-12	158*	-234	-62
COc1ccc(C2CC(c3c(O)n(CCc4ccccc4)c(=O)[nH]c3=O)=NN2)cc1OC (stereo unspecified)	-9	1	-0.2	8	27	-4.0	-0.8	-33	-15
Oc1ccc(Cl)cc1CN1CCN(Cc2ccccc2)CC1	-15	-2	-0.5	-12	52	1.5	-0.3	-1	-8
CC(C)Oc1cc(-n2c(=S)[nH]c3ccccc3c2=O)c(Cl)cc1Cl	15	0	-0.5	-5	83*	-6.7	-0.6	-7	-17
O=c1cc(C(F)(F)F)c2cc3c4c(c2o1)CCCN4CCC3	150*	12	11	21	93*	-2.2	7.9	-24	-18
CCn1cc(C(=O)c2cccs2)c2ccccc21	2	1	-1.6	8	77*	-3.6	-0.2	-10	1
COc1ccc(OC)c([C@@H](O)[C@H](C)NC(C)(C)C)c1	6	2	-0.3	10	9	0.8	0.1	0	·
CN1C(=O)C(=Cc2ccccc2OCc2ccc(C(=O)O)cc2)C(=O)N(C)C1=O	-14	2	-0.6	0	2	2.1	0.6	-4	-14
CN(C(=O)Oc1ccc(C(=O)c2ccc(Cl)cc2)cc1)c1ccccc1	7	-1	-0.5	-8	7	5.0	1.2	-12	4
COc1ccc(OCC(=O)N2CCN(Cc3c[nH]c4ccccc34)CC2)cc1	-7	-5	1.0	-1	-13	-4.7	-0.1	-1	-4
O=C(Cc1ccccc1)Oc1cccc(N2C(=O)CCC2=O)c1	-25	1	3.3	26	13	0.2	0.3	-11	0
Cc1nn(-c2ccccc2)c(Cl)c1C1C(C#N)=C(N)Oc2c1c(=O)oc1ccccc21 (stereo unspecified)	-2	-8	1.4	4	52	0.4	0.5	-9	-9
CCC(=O)N1c2ccc(S(=O)(=O)CCC(=O)N3CCC4(CC3)OCCO4)cc2CC1C (stereo unspecified)	-7	1	0.0	1	7	0.0	0.3	-2	4
CCOc1cccc(=NC2CCCCC2)c2c(C)[nH]c(C)c12	-7	-11	1.0	16	30	-6.2	0.8	-15	-69
CCCCCCn1c(O)c(/C=N/N2CCCCCC2)c(=O)[nH]c1=O	-6	1	2.8	-7	-10	2.3	0.5	-5	0
CCn1c(O)c(C=Nc2ccc(S(N)(=O)=O)cc2)c(=O)[nH]c1=S	3	3	-0.6	24	48	0.6	0.0	-195	3
CCOC(=O)C1=C(N)Oc2cc(C)oc(=O)c2C12C(=O)N1c3c(cccc32)C(C)CC1(C)C (stereo unspecified)	-11	-1	2.0	26	83*	-0.2	-0.7	-6	-6
Cc1cc(/C=C2\C(=O)NC(=S)N(C)C2=O)c(C)n1C1CCCCC1	37	-10	1.1	21	14	-5.2	1.4	-33	-29
O=C(O)C12C3CCCC1C32c1ccccc1 (stereo unspecified)	7	-2	0.9	-5	-15	-2.8	-0.2	3	-13
CC(C)CCNC(=O)c1c(N)n(CC2CCCO2)c2nc3ccccc3nc12 (stereo unspecified)	5	20	-0.8	10	76*	-0.7	0.7	-56	-7
O=C1CC(c2ccccc2)CN1 (stereo unspecified)	-8	2	1.0	-6	11	0.7	0.7	0	-12
Cc1ccc(/C=C2\C(=O)NC(=S)N(c3ccccc3F)C2=O)s1	-23	12	2.7	20	107*	21	0.9	-15	-3
CC(NC(=O)Cc1cccc2ccccc12)C(=O)N1CCC(=O)CC1 (stereo unspecified)	-10	-2	-0.9	13	-7	-0.8	-0.1	-9	-10
CC(=NCCCn1ccnc1)c1c(O)n(C)c(=O)n(C)c1=O	-7	2	0.6	-16	21	-2.6	-0.3	-12	-1
CCC(=O)Nc1ccc(N2CCN(CC)CC2)c(Cl)c1	-24	-4	0.9	8	-10	-0.8	0.9	4	-10
CC(C)c1ccc(O)c(CN2CCN(c3ccccc3)CC2)c1	-15	-15	-0.8	22	35	1.7	-0.2	-11	-12
COc1ccc(-n2c(C)cc(C(=O)C[N+]34CCN(CC3)CC4)c2C)cc1	-8	9	0.7	12	0	-0.2	0.7	-2	-15
